# High-throughput results as filed in PubChem BioAssay.
# D1 agonist: Allosteric Agonists of the Human D1 Dopamine Receptor: qHTS | D(1A) dopamine receptor (Homo sapiens), P21728 | HEK293 T-REx D1 cells, calcium flux, agonist mode | activation, % at 2 µM | 1% of 360,000 active; in the data active means activation above about 30%; further: 0% is about no effect
#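 Tetracycline-induced HEK293 TREx D1 cells, force-coupled to calcium signalling, were dye-loaded with a no-wash calcium kit. Compound was pin-added after a 10 s baseline. Fluorescence was read kinetically at 1 cycle/s for 180 s, with calcium rises flagged as agonism.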
# D2 PAM: HTS Assay for Positive Allosteric Modulators of the Human D2 Dopamine Receptor: Primary Screen for Potentiators; 0.34% of 340,000 active; potentiation, % at 10 µM; D(2) dopamine receptor (Homo sapiens), P14416; HEK293 T-REx D2, calcium flux, EC20 dopamine potentiation; AID 485347, 2010;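 active means potentiation over 3 SD above the plate norm, cut at about 30% in these data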; further: 0% is about no effect
#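 Tetracycline-induced Hek293 Trex D2 cells, force-coupled to calcium, loaded with no-wash calcium dye. Compound added with 180 s kinetic read for agonism, then EC20 dopamine and a further 180 s read for potentiation.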
# LDHA block: qHTS assay for inhibitors of human lactate dehydrogenase | activity change, % (values are at about 110 or 230 µM) | AID 1347041, 2019 | L-lactate dehydrogenase A chain (Homo sapiens), P00338 | 0.15% of 480,000 active | purified LDHA, NADH/diaphorase-resazurin fluorescence; active compounds read low; in the data active means activity change below about -30%; inconclusive means mostly about -25% to -30%;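 further: plate controls were DMSO wells for no effect and wells without enzyme for full effect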
#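 LDH5 2 nM; NADH 0.06 mM, pyruvate 0.2 mM; 200 mM Tris pH 7.4, EDTA, Tween-20; 5 min RT. Detection: diaphorase 0.133 mg/mL + resazurin 37 µM, fluorescence ex540/em590 at 0 and 20 min; normalized to enzyme-free and DMSO wells.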
# D1 antag: Antagonist of Human D 1 Dopamine Receptor: qHTS | activity change, negative = inhibition, % at 10 µM | D(1A) dopamine receptor (Homo sapiens), P21728 | AID 504652, 2011 | HEK293 TREx D1 cells, calcium flux, dopamine EC80; active compounds read low | 3.2% of 360,000 active; in the data active means activity change below about -30%; further: on the % scale 0 is the no-effect control and ±100 the full control effect
#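 Tetracycline-induced HEK293 Trex D1 cells, force-coupled to calcium, dye-loaded; compounds added and read 180 s, then EC80 dopamine added and calcium flux tracked kinetically another 180 s.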
# GRP78 ERSR act: qHTS for Inducers of the Endoplasmic Reticulum Stress Response (ERSR) in Human Glioma: qHTS | U87-MG GRP78 promoter luciferase reporter, 16 h | Potency, µM, without a hit: top-dose activation, usual class: activators | 0.02% of 420,000 active; further: potency means the concentration at half of the fitted maximal effect; series mostly up to about 76 µM; % of control where 0% means no effect; nearly all actives have a fitted effect of over 35% in size
#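 Stably transfected U87-MG human glioma cells carrying a GRP78-based luminescent sensor were seeded at 1000 cells/well, pin-dosed with compounds and incubated 16 h. Luciferase reagent was then added, and end-point luminescence was read after 10 min at room temperature.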
# Vif-APOBEC3F blk: qHTS for Inhibitors of Vif-A3F Interactions: qHTS. HeLa A3F-eYFP + Vif (tagged APOBEC3F with the HIV-1 protein that degrades it), YFP fluorescence increase. Potency, µM (doses to about 46.1 µM), without a hit: at the top dose activity, negative = active. 0.2% of 390,000 active. AID 602313, 2012; further: potency means the concentration at half of the fitted maximal effect; % of control where 0% means no effect; nearly all actives have a fitted effect of over 65% in size
#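 Fluorescence increase (Ex 488/Em 500-530) after overnight compound treatment at 37 deg C flags inhibition of Vif-driven A3F-eYFP loss in stable HeLa A3F-eYFP/Vif cells seeded overnight beforehand.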
# Vif-A3G inh: qHTS for Inhibitors of Vif-A3G Interactions: qHTS. 0.076% of 410,000 active. Potency, µM (doses to about 46.1 µM), for the others: top-dose activity, negative = active, usual class: inhibitors. HeLa A3G-eYFP + Vif (tagged APOBEC3G with the HIV-1 protein that degrades it), YFP fluorescence, overnight. DNA dC->dU-editing enzyme APOBEC-3G (Homo sapiens), Q9HC16. AID 602310, 2012;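 further: potency means the concentration at half of the fitted maximal effect; on the % scale 0 is the no-effect control and ±100 the full control effect; nearly all actives have a fitted effect of over 60% in size; hits raise eYFP signal because A3G escapes Vif-driven loss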
#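 HeLa cells stably expressing Vif and C-terminally eYFP-tagged A3G, seeded overnight at 37 deg C, then exposed to compound by pintool overnight at 37 deg C. Rise in yellow fluorescence (Ex 488/Em 500-530, Acumen) marks blocked Vif-driven A3G degradation.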
# D1 potentiator: Potentiators of Human D1 Dopamine Receptor: qHTS; D(1A) dopamine receptor (Homo sapiens), P21728; HEK293 TREx D1 cells, calcium flux, dopamine EC20 potentiation; potentiation, % at 10 µM; 0.036% of 360,000 active; AID 504651, 2011; in the data active means potentiation above about 30%; further: 0% is about no effect
# RXFP1 ag: qHTS Assay for Agonists of the Relaxin Receptor RXFP1. Relaxin receptor 1 (Homo sapiens), Q9HBX9. HEK293T-RXFP1 cAMP TR-FRET, 30 min; response scale: percent of porcine relaxin response, buffer zero. Potency, µM (highest dose often 57.5 µM), for inactives: top-dose activation, usual class: activators. 0.3% of 370,000 active; further: potency means the concentration at half of the fitted maximal effect; on the % scale 0 is the no-effect control and ±100 the full control effect; nearly all actives have a fitted effect of over 60% in size; many of its hits are not listed in these tables
# Target sequence (Q9HBX9 whole entry, looked up): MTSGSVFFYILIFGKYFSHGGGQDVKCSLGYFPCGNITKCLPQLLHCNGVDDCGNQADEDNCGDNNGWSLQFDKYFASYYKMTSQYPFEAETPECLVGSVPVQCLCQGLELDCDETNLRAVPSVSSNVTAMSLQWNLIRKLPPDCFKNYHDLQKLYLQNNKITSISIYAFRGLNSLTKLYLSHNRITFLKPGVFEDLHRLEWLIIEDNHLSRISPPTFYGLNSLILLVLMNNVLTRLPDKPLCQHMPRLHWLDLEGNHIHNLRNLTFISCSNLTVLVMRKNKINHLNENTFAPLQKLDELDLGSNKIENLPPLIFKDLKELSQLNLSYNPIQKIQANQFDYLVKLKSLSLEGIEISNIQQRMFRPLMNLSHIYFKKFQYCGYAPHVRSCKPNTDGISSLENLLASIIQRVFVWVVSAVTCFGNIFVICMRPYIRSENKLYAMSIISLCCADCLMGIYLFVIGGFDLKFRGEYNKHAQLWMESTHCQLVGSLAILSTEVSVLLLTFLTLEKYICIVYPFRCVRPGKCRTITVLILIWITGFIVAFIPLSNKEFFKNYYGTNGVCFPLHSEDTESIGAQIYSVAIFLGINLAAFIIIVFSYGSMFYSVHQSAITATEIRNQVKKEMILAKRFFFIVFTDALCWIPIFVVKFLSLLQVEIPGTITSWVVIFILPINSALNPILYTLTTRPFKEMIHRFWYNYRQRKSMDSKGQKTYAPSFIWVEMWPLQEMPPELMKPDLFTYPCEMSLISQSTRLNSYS
#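 HEK293 cells stably expressing RXFP1, treated 30 min at 37C with compounds plus PDE4 inhibitor Ro 20174; cAMP measured by HTRF TR-FRET. Normalized to buffer and 29 nM porcine relaxin; EC50 by Hill fit.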
# * marks the source's active call; other numbers are inactive results; ? = inconclusive; nt = not tested or not shown; & = joins results of further samples; ! = not confirmed by another sample. Unless noted, the call rests on the fitted dose curve; in most records, active means well fitted curve in the direction sought with a large enough effect; inconclusive means small, poorly fitted or top-dose-only effect, or another doubt; inactive means no such curve, though single readings can be large; an effect the other way counts as inactive or inconclusive. A portion of the library; rates above refer to the full screens.
canonical_smiles	D1 agonist	D2 PAM	LDHA block	D1 antag	GRP78 ERSR act	Vif-APOBEC3F blk	Vif-A3G inh	D1 potentiator	RXFP1 ag
O=C(CCN1C(=O)/C(=C/c2ccccc2)SC1=S)N[C@@H](CO)Cc1ccccc1	9	11	-2	6	-9%	0%	0%	4	1.3%
Cc1ccc(C)c(N2CCN(S(=O)(=O)c3ccc4c(c3)C(C)(C)C(=O)N4C)CC2)c1	1	0	-2	-11	-3%	0%	1%	-12	0.4%
Cc1cc(C)cc(OCC(=O)N/N=C/c2ccccn2)c1	2	2	-8	5	1%	-13%	0%	1	-0.9%
CCN(CC)c1ccc(/C=N/NC(=O)c2ccc(Br)o2)cc1	0	-8	-4	-26	-4%	1%	?	2	0.5%
Cc1ccc(S(=O)(=O)Nc2ccc(NC(=O)CN3CCCCC3)cc2)cc1	2	-23	-3	0	-4%	-3%	-6%	-7	3.7%
COC(=O)CSc1nnc(C)n1-c1cccc(OC)c1	1	2	-3	6	-5%	-1%	1%	4	1.2%
O=C1CC(N2CCN(c3cccc(C(F)(F)F)c3)CC2)C(=O)N1c1ccccc1 (configuration not stated)	53*	-5	0	-2	-4%	-1%	-6%	-4	-0.6%
CN1CCN(C(=O)c2ccc(Cl)c(S(=O)(=O)N3CCCCCC3)c2)CC1	3	4	-4	8	-5%	2%	0%	1	0.5%
CCc1c(C)nc2ncnn2c1Nc1ccc(C#N)c(Cl)c1	-1	-1	-1	0	-3%	-9%	3%	3	0.2%
CCNc1c(NC(=O)COc2ccc(Cl)cc2)c(=O)oc2ccccc12	-1	1	-5&11	-15	-3%	-4%	-8%	3	4.8%
COc1cc(C(=O)CSc2nnc(-c3ccc(O)cc3)n2CC2CCCO2)ccc1NC(C)=O (configuration not stated)	6	-10	3	18	-2%	-2%	1%	-8	-1.5%
COc1ccc(CCNS(=O)(=O)CCNC(=O)c2ccc3c(c2)OCO3)cc1	1	-2	-7	-4	1%	-1%	-4%	-18	-0.6%
O=C(Nc1ccccn1)C1(c2cccs2)CCOCC1	2	14	-2	13	-4%	-4%	2%	2	-0.8%
CCc1ccc(NCc2cc3cc4c(cc3n(CC(=O)Nc3ccccc3OC)c2=O)OCCO4)cc1	1	3	9	-9	-3%	11%	0%	1	9.9%
Cc1ccccc1CSc1nc2cccnc2n1Cc1ccc(C(=O)NCCc2cccs2)cc1	2	5	-4	-6	0%	6%	-23%	4	9.6%
Cc1ccc2oc(=O)c3cnn(CC(=O)NCCCOC(C)C)c3c2c1	1	-8	2	1	-3%	-4%	0%	nt	-0.1%
CCS(=O)(=O)n1nc(-c2ccc(OC)cc2)nc1SC	0	-10	-8	-19	3%	-13%	-2%	-1	0.0%
CN(C)C=Nc1ccc2nc3c(cc2c1)[nH]c1ccccc13	5	3	3	-3	-1%	?	-11%	-1	9.3%
COc1cc(NC(=O)C[n+]2ccc(C(=O)c3ccccc3)cc2)cc(OC)c1	nt	nt	-3	nt	-5%	0%	0%	nt	nt
c1ccc(Nc2cccc(Nc3ccccc3)n2)cc1	2	2	6	-7	-2%	nt	-15%	-7	1.9%
CCOCCn1c(=O)c2c(nc3n2CCN3c2ccc(C)cc2)n(C)c1=O	nt	nt	-5	nt	0%	2%	6%	nt	nt
CCc1nc2nc(C)cc(Nc3cccc(C)c3C)n2n1	2	-4	-9	-1	-4%	2%	1%	0	1.7%
Cc1cc2oc(=O)ccc2cc1[N+](=O)[O-]	-1	4	-4	-5	-2%	0%	-2%	1	-0.9%
O=C(Nc1ccccc1Oc1ccccc1)c1ccc(Br)o1	4	4	1	1	-5%	1%	-9%	3	1.8%
O=C(CN1CCN(c2ccccc2F)CC1)NCc1ccccc1	3	nt	0	-13	-2%	-5%	0%	4	-1.2%

# An excerpt from above with just GRP78 ERSR act and RXFP1 ag.
compound | GRP78 ERSR act | RXFP1 ag
CN(C)C=Nc1ccc2nc3c(cc2c1)[nH]c1ccccc13 | -1% | 9.3%
COc1cc(NC(=O)C[n+]2ccc(C(=O)c3ccccc3)cc2)cc(OC)c1 | -5% | nt

# More records follow.
canonical_smiles	D1 agonist	D2 PAM	LDHA block	D1 antag	GRP78 ERSR act	Vif-APOBEC3F blk	Vif-A3G inh	D1 potentiator	RXFP1 ag
Cc1ccc(CNC(=O)CSCc2ccc(F)cc2)cc1	1&-2	-5	-1&1	-36*!	-1%&2%	4%&0%	1%&-2%	-1&-1	-1.6%&-0.7%
CC(=N)c1c(O)c2ccccc2oc1=O	0	-6	-3	-12	6%	-1%	-5%	-9	5.1%
CC(C)CNS(=O)(=O)c1ccc(S(=O)(=O)NC2CCOC(C)(C)C2)cc1 (configuration not stated)	nt	nt	-1	nt	-3%	0%	0%	nt	nt
Cc1ccc(S(=O)(=O)N(CC(=O)O)c2ccc(Cl)c(C(F)(F)F)c2)cc1	1	-5	-13	4	-1%	8%	9%	2	1.7%
CC1N(C(=O)N(C)C)CCN1S(=O)(=O)c1ccccc1 (configuration not stated)	2	4	-6	4	-2%	-14%	0%	-2	0.6%
O=C1CNC(=O)/C1=C\N1CCCCC1	3	11	2	-11	-1%	0%	0%	0	1.5%
Cc1cc2c(=O)n(CC(=O)NCC(=O)Nc3ccc(C(C)C)cc3)cnc2s1	3	-2	-6	1	1%	-12%	3%	2	-0.2%
COc1cc(CNCCO)cc(Br)c1OCc1cccs1	13	-3	-3	-1	-5%	-4%	1%	-2	0.2%
CC1(c2nnc(Cc3ccccc3)o2)CC(c2cccc(F)c2)=NO1 (configuration not stated)	0	nt	-3	0	-2%	1%	2%	-8	-0.6%
Cc1nc2sccn2c(=O)c1S(=O)(=O)Nc1ccc(N2CCN(C(=O)C(C)C)CC2)cc1	2&0	51*!	0&2	-3&6	-2%&-4%	3%&1%	-6%&-5%	5&4	-1.3%&-0.7%
Cc1ccc(N2C(=O)N(Cc3ccccc3C)c3ccccc3S2(=O)=O)cc1	2	10	-10	-17	-3%	2%	-1%	4	0.0%
CCn1c(SCC(=O)Nc2nccs2)nnc1-c1ccc(S(=O)(=O)N2CCCCCC2)cc1	3	3	0	3	-10%	1%	1%	-1	0.9%
CC(OC(=O)CSCC(=O)Nc1ccc(Cl)cc1)C(=O)N(C)Cc1ccccc1 (configuration not stated)	nt	nt	-2	nt	-4%	-6%	1%	nt	nt
Cc1ccc(C(C(=O)NCCc2ccccc2)N(C(=O)c2csnn2)C2CC2)o1 (configuration not stated)	2	5	-2	-10	-5%	-3%	-1%	-4	0.6%
O=C(CCS(=O)(=O)c1cc2c(cc1Cl)NC(=O)CO2)NCCc1ccc(Cl)cc1	8	15	0	-15	-4%	5%	3%	-3	6.8%
CS(=O)(=O)c1ccc2nc(NC(=O)CCNC(=O)c3ccc([N+](=O)[O-])cc3)sc2c1	5	3	-6	1	8%	-3%	-6%	-4	-0.7%
CSc1ccc(NC(=O)NCc2cccnc2)cc1	4	-10	1	-13	0%	-17%	1%	-3	1.8%
COc1ccc(NC(=O)c2cccc(S(=O)(=O)N3CCCC3)c2)cc1OC	1	5	-7	-12	-1%	2%	0%	-3	-0.3%
CCOC(=O)c1[nH]c2ccccc2c1NC(=O)c1c(F)cccc1F	4	-1	-3	-1	-4%	0%	1%	1	-1.1%
CN(CC(=O)Nc1ccc(F)cc1)S(=O)(=O)c1ccc2c(c1)c(=O)n(C)c(=O)n2C	1	-1	-1	3	-7%	2%	-1%	0	5.3%
COc1cc(/C=C2\SC(=Nc3ccc(F)cc3)N(c3ccc(F)cc3)C2=O)ccc1OCC(=O)O	-3	7	nt	0	nt	nt	nt	-2	2.3%
O=C(Cc1ccc(F)cc1)Nc1ccc2[nH]ncc2c1	0	-1	-3	-6	-2%	1%	-3%	-1	1.2%
Cc1ccc(S(=O)(=O)NCCc2nnc3ccc(SCc4ccccc4F)nn23)cc1	-1	-9	2&-2	-3	-2%	5%	1%	0	2.8%
CN(C)c1ccc(CNc2nc(-c3ccco3)nn2S(=O)(=O)c2ccc(Cl)cc2)cc1	2	13	-5	5	0%	1%	4%	0	-1.1%
CCNC(=S)N/N=C/c1ccc(C(=O)O)cc1	6	5	-4	10	-3%	12%	-1%	-1	1.0%
O=S(=O)(Cc1cc(-c2ccccc2)no1)c1ccccc1	3	2	1	-22	3%	-5%	-8%	1	1.6%

# Whole records, looked up by structure:
# Results for CN(CC(=O)Nc1ccc(F)cc1)S(=O)(=O)c1ccc2c(c1)c(=O)n(C)c(=O)n2C : D1 agonist = 1; D2 PAM = -1; LDHA block = -1; D1 antag = 3; GRP78 ERSR act = -7%; Vif-APOBEC3F blk = 2%; Vif-A3G inh = -1%; D1 potentiator = 0; RXFP1 ag = 5.3%
# Results for O=C1CNC(=O)/C1=C\N1CCCCC1 : D1 agonist = 3; D2 PAM = 11; LDHA block = 2; D1 antag = -11; GRP78 ERSR act = -1%; Vif-APOBEC3F blk = 0%; Vif-A3G inh = 0%; D1 potentiator = 0; RXFP1 ag = 1.5%
